# Screening results from PubChem.
# TDP1 inh = blocks human tyrosyl-DNA phosphodiesterase 1; Q9NUW8; recombinant TDP1, AlphaScreen DNA substrate cleavage; Potency, µM (top dose mostly 130 µM), for inactives: at the top dose activity change, negative = inhibition, hits mostly inhibitors; actives 0.28% (n = 350,000); AID 485290; note: nearly all actives have a fitted effect of over 40% in size
# Target sequence (Q9NUW8 whole entry, looked up): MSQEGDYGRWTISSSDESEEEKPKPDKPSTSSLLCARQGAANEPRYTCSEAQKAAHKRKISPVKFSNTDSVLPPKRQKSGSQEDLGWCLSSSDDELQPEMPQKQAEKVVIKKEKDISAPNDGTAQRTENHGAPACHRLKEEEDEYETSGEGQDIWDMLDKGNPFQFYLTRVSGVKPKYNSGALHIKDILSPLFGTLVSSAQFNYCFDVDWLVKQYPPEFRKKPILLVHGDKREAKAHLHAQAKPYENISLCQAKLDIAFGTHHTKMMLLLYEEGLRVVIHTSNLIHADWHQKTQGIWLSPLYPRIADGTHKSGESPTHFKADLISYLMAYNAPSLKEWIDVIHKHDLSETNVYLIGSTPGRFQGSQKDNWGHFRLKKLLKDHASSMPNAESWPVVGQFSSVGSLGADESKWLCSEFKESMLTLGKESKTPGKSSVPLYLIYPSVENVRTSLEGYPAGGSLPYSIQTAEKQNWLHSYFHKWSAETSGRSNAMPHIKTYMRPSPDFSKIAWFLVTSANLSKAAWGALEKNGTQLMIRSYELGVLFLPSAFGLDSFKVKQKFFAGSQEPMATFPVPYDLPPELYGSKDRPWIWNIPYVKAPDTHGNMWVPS
#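 Tdp1 1 nM final; 15 min RT w/ cpd; substrate 15 nM, 5 min; beads 10 ug/ml, 10 min; AlphaScreen read. Neg ctrl: no enzyme.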
# TDP1 cell CPT = DT40-hTDP1 cell growth loss with CPT | chicken DT40 Tdp1-/-;hTDP1 cells + 20 nM CPT, ATP luminescence, 48 h | actives 12% (n = 420,000) | Potency, µM (series often up to 46.2 µM), for the others: top-dose activity change, negative = growth inhibition, usual class: inhibitors; note: nearly all actives have a fitted effect of over 55% in size
#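 Chicken DT40 Tdp1-/- cells stably complemented with human TDP1 were seeded at 400 cells/well in medium containing 20 nM camptothecin, exposed to pin-transferred compounds, and grown at 37 °C for at least 48 hr. Viability was read as ATP luminescence.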
# DT40 TDP1 no CPT = qHTS for Inhibitors of human tyrosyl-DNA phosphodiesterase 1 (TDP1): qHTS in cells in absence of CPT. DT40 Tdp1-/- hTDP1 cells, no CPT, ATP luminescence, 48 h. Potency, µM (top dose mostly 46.2 µM), for the others: at the top dose activity change, negative = growth inhibition, actives largely listed as inhibitors. actives 15% (n = 420,000). AID 686978, 2013; note: nearly all actives have a fitted effect of over 55% in size
#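 Chicken DT40 Tdp1-/- cells complemented with human TDP1, screened without camptothecin (DMSO vehicle only), 400 cells/well. Compounds pin-transferred, cells incubated at 37 °C for at least 48 hr. Growth read as ATP-dependent luminescence (CellTiter-Glo, 30 min at RT).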
# * = called active by the depositor; ? = inconclusive; · = no result given; & = joins results of further samples; [ ] = dose if it differs, or a comment. Calls come from the whole dose curve; as a rule, active = well fitted curve in the direction sought with a large enough effect; inconclusive = small, poorly fitted or top-dose-only effect, or another doubt; inactive = no such curve, though single readings can be large; an effect the other way counts as inactive or inconclusive. % is set by controls: 0 for no effect and ±100 for the full control effect; potency is the fitted concentration of half-maximal effect.
Compound	TDP1 inh	TDP1 cell CPT	DT40 TDP1 no CPT
CC(=O)Nc1ccc(NC(=O)C2Cc3c(-c4ccc5c(c4)OCO5)ccnc3O2)cc1 (centres undefined)	·	-7%	-6%
Fc1ccc(-c2nnc(-c3ccc4ccccc4c3)o2)cc1	·	-27%	-27%
O=C(c1ccc(Cl)cc1)N1CCc2ccccc21	·	?	?
N#Cc1ccsc1NC(=O)CSc1ncnc2ccccc12	3%	?	?
COc1ccc2sc(N(Cc3cccnc3)C(=O)C3CCCCC3)nc2c1	3%	13µM*	23µM*
Cn1ccc2c(-c3ccc(C(N)=O)cc3)cc3c(c21)C1CCC3C1 (centres undefined)	·	?	?
Cc1ccc(Sc2cc(C(=O)NCCCN(C)C)c3ccccc3n2)cc1	·	-11%	?
CCC(CC)C(=O)N(C)c1c(C)nc2c(OCc3ccccc3C)cccn12	·	6.5µM*	7.3µM*
Cc1nc2ccc(-c3nc4ccccc4o3)cc2[nH]1	0%	-15%	?
O=C(Cn1cc(C(F)(F)F)cc(Cl)c1=O)NCc1ccc(Cl)cc1	0%	13%	?
CCSc1nnc(Cn2c(=O)sc3ccccc32)n1C	8%	13µM*	-14%
Cc1ccc2[nH]c(=O)c(CN(CCc3ccccc3)C(c3nnnn3Cc3ccco3)C(C)C)cc2c1 (centres undefined)	1%	29µM*	23µM*
CCOC(=O)C(=O)Nc1ccc(Oc2ccccc2)cc1	8%	-22%	16%
Cc1cc([N+](=O)[O-])nn1CC(=O)Nc1sc2c(c1C(N)=O)CCCC2	2%	7%	2%
O=C(C[N+]12CN3CN(CN(C3)C1)C2)c1ccc(O)c(O)c1	·	10µM*	?

# Laid out differently: results already given.
# Results follow in this order: TDP1 inh	TDP1 cell CPT	DT40 TDP1 no CPT
- CCSc1nnc(Cn2c(=O)sc3ccccc32)n1C
 : 8%	13µM*	-14%
- Cc1ccc2[nH]c(=O)c(CN(CCc3ccccc3)C(c3nnnn3Cc3ccco3)C(C)C)cc2c1 (centres undefined)
 : 1%	29µM*	23µM*
- CCOC(=O)C(=O)Nc1ccc(Oc2ccccc2)cc1
 : 8%	-22%	16%
- Cc1cc([N+](=O)[O-])nn1CC(=O)Nc1sc2c(c1C(N)=O)CCCC2
 : 2%	7%	2%
- O=C(C[N+]12CN3CN(CN(C3)C1)C2)c1ccc(O)c(O)c1
 : ·	10µM*	?

# Sorted by number of heavy atoms (largest number first): 3 of the compounds above
Compound	TDP1 inh	TDP1 cell CPT	DT40 TDP1 no CPT
CC(=O)Nc1ccc(NC(=O)C2Cc3c(-c4ccc5c(c4)OCO5)ccnc3O2)cc1 (centres undefined)	·	-7%	-6%
COc1ccc2sc(N(Cc3cccnc3)C(=O)C3CCCCC3)nc2c1	3%	13µM*	23µM*
Cc1cc([N+](=O)[O-])nn1CC(=O)Nc1sc2c(c1C(N)=O)CCCC2	2%	7%	2%

# (next part)
Compound	TDP1 inh	TDP1 cell CPT	DT40 TDP1 no CPT
NC(=O)NC(CC(=O)OCC(=O)NC(=O)NCc1ccco1)c1ccc(Cl)cc1 (centres undefined)	6%	6%	-6%
CC(C)CN1CCN(Cc2ccc3ncccc3c2)CC1CCO (centres undefined)	5%	6%	19%
COc1ccc(-n2c(=S)[nH]c3cc(C(=O)NCc4ccccc4OC)ccc3c2=O)c(OC)c1	3%	5%	?
CCn1cc(C(=O)N2CCN(C(=O)c3ccco3)CC2)c2cc(OC)c(OC)cc2c1=O	1%	-2%	-12%
Cc1ccc(OCc2cc(=O)n3cc(C)sc3n2)c(NC(=O)c2ccco2)c1	3%	-4%	?
CC(=O)Nc1ccc(NC(=O)c2cc(-n3cnnc3)ccc2Cl)cc1	-5%	2%	1%
Cc1ccn(C(=O)c2cc3cc(Cl)ccc3oc2=O)n1	2%	-2%	-4%
COc1cc(/C=N/NC(=O)CC2(C)OCCO2)cc(Br)c1O	0%	-8%	-7%
CCOC(=O)C(C(=O)OCC)C(=O)c1cccc2ccc3ccccc3c12	·	-16%	-7%
O=C(NCC1Cc2cccc(-c3ccccn3)c2O1)c1cnn2cccnc12 (centres undefined)	·	-5%	2%
CCc1ccc(-n2c(=O)c3c(C)c(C)sc3n(CC(=O)NCc3ccc(C)cc3)c2=O)cc1	-2%	-3%	2%
O=C(CNC(=O)C(c1ccccc1)c1ccccc1)OCC(=O)c1cccc2ccccc12	0%	?	20µM*
CCc1ccc(N2CN(Cc3cccnc3)CNC2=S)cc1	1%	1%	-5%
Cc1cccc(Cn2ccc(-c3ccc(Cl)cc3)c(C#N)c2=O)c1	2%	-8%	-29%
COCCNC(=O)C(c1ccco1)N(C(=O)Cn1nnc2ccccc21)c1ccccc1C (centres undefined)	-2%	-8%	-3%
COc1ccc(CNS(=O)(=O)c2ccc3c(c2)C(C)(C)C(=O)N3C)cc1	-3%	-6%	2%
O=C(COC(=O)CCc1ccc(S(=O)(=O)N2CCOCC2)cc1)Nc1ccc(Cl)cn1	6%&12%	-3%	-14%
O=C(CN1CCN(S(=O)(=O)c2ccccc2)CC1)Nc1ccc2c(c1)CCC2	-7%	?	15µM*
CC(C)(C)C(=O)NC(=S)Nc1ccccc1N1CCCC1	2%	-7%	-18%
O=C(CSc1nc(NS(=O)(=O)c2ccccc2)cc(=O)[nH]1)Nc1ccc(Cl)cc1	7.1µM*	-16%	-14%
O=C(Nc1ccccc1N1CCOCC1)c1cccc2ccccc12	·	?	-18%
CN(C(=O)COC(=O)c1ccc(S(=O)(=O)N2CCCCCC2)cc1)c1ccccc1	·	-5%	-16%
Clc1ccc(OCc2nc(-c3ccncc3)no2)c(Cl)c1	-1%	-6%	-8%
CCOc1cc(/C=C2\C(=N)N3N=CSC3=NC2=O)ccc1OS(=O)(=O)c1ccccc1	6%[56.1 µM]	?	?
CCOC(=O)NNc1ccc(N(CC)CC(C)O)nn1 (centres undefined)	·	-29%	-22%
Cc1ccc2cc3c(N)[nH]nc3nc2c1	-4%	10%	-1%
CCOC(=O)N1CCc2c(sc3c2c(=O)n(-c2ccc(CC)cc2)c(=O)n3CC(=O)c2ccc(F)cc2)C1	4%	13µM*	?
COc1ccc(C(C)=O)cc1CSc1nnc(SCc2cc(C(C)=O)ccc2OC)s1	·	?	?
COc1cc2nc(NC(=O)c3ccco3)sc(=O)c2cc1OC	?	?	?
CC(=O)Nc1ccc(OC(C)=O)cc1	-3%	-4%	-2%
CCCCNC(=S)N1CCC(Cc2ccccc2)CC1	0%	?	?
COC(=O)c1c(-c2cccs2)csc1NC(=O)c1ccc(Br)cc1	?	?	?
COc1ccccc1OCC(=O)Nc1ccc(S(=O)(=O)Nc2nccs2)cc1	·	3%	-16%
O=C1CCN(Cc2ccccc2)C=C1c1ccc(Br)cc1	-2%	18µM*	23µM*
CCN1C(=O)[C@@H]2[C@@H]3CN(S(=O)(=O)c4ccc(C)cc4)[C@@H](c4ccccc4Cl)[C@@H]3C(=O)C[C@@H]2C1=O	·	?	?
CCN1C(=O)[C@@H]2[C@@H](c3ccc(-c4ccccc4)cc3)N3CCCC[C@@]3(C(=O)OC)[C@@H]2C1=O	8%	?	16µM*
Cc1ccc(CCCNC(=O)C2CCC(=O)N(Cc3cccc(F)c3)C2)cc1 (centres undefined)	0%	5%	?
CC(C)S(=O)(=O)N1CCN(c2nc(-c3cccs3)nc3ccccc23)CC1	0%	11µM*	18µM*
CCCOc1ccc2ccccc2c1/C=N/n1c(C)nnc1-n1nc(C)cc1C	1%	3.3µM*	3.3µM*
O=C1C(Cl)=C(NCCCN2CCOCC2)C(=O)N1CCc1ccccc1	-1%	-10%	-22%
CC(C)NC(=O)NC(=O)COc1ncnc2sccc12	7%	?	?
O=C(Nc1c2c(nn1-c1ccc(Cl)cc1)CS(=O)(=O)C2)c1cccc(F)c1	5%	21µM*	18µM*
O=C(NCc1ccon1)c1ccc(-c2csc3ccccc23)nc1N1CCC(N2CCCC(CO)C2)CC1 (centres undefined)	·	13%[9.04 µM]	-10%
COc1ccccc1C(=O)NC1(C(F)(F)F)NC(=O)N(CCc2ccccc2)C1=O (centres undefined)	5%	-18%	-10%
CCCCN1C[C@H](COC(=O)CCC)Oc2cccc(F)c2S1(=O)=O	·	-14%	-3%
CCOc1cccc(C(=O)NC(=S)Nc2cccnc2)c1	3%	0%	?
COc1ccc(-n2c(-c3ccc(Br)cc3)n[nH]c2=S)cc1	·	?	?
CCn1cc([N+](=O)[O-])c(C(=O)Nc2nc(-c3ccc(C)cc3)c(C)s2)n1	6%	21%	-27%
Cc1ccc(C)c(NC(=O)CSc2nc(N)c(NC(=O)c3cccs3)c(=O)[nH]2)c1	-1%	-2%	-10%
O=C(NCc1ccccc1Cl)c1ccc(Br)o1	-2%	1%	-3%
COc1ccccc1C(CNC(=O)CCNC(=O)c1ccccc1Cl)N1CCCC1 (centres undefined)	·	0%	2%
O=C(CCN1C(=O)S/C(=C/c2ccc(F)cc2)C1=O)Nc1ccc(O)c(C(=O)O)c1	3%	-3%	-2%
Cc1oc2cc(Br)c(O)c(Br)c2c1C(=O)c1ccccc1	·	10%	0%
O=C(Cn1c(NCCO)nc2ccccc21)Nc1cccc(S(=O)(=O)N2CCCC2)c1	1%	?	10µM*
CCNc1nc(Cl)nc(NC2CCCCC2)n1	·	-22%	-18%
O=C(Nc1cccc(-c2nnc(-c3ccco3)o2)c1)c1ccccc1	3%	?	?
O=[N+]([O-])CC(=Nc1ccc(Cl)cc1)N/N=C\c1oc(O)c2ccccc12	8%	?	?
COc1ccccc1N1C(=O)S/C(=C\c2ccc(C)s2)C1=O	·	?	?
COc1ccccc1C(C)NC(=O)CCNC(=O)c1ccc(Cl)cc1 (centres undefined)	2%	-25%	-20%
COc1ccccc1CNC(=O)c1ccc(-n2c(C)cc3c2CCCC3)cc1	5%	?	15µM*

# Carrying on:
Compound	TDP1 inh	TDP1 cell CPT	DT40 TDP1 no CPT
CCOc1cccc(N(C(=O)CCC(=O)Nc2cc(C)on2)C(C(=O)NC(C)(C)C)c2ccc(OC)cc2)c1 (centres undefined)	·	29µM*	?
CCCCCN(C(=O)CCC(=O)OCC(=O)N(CC)C1CCCCC1)c1c(N)n(CCCC)c(=O)[nH]c1=O	-5%	2%	-8%
O=S(=O)(c1ccccc1)c1nnn2c1nc(NCc1cccs1)c1sccc12	3%	-30%	-18%
COc1ccc(-n2cc(-c3ccc(Br)cc3)[nH]c2=S)cc1	5%	1%	-13%
O=C(c1ccco1)N1CCN(C(=O)c2ccco2)C1=S	·	2.6µM*	5.8µM*
CCS(=O)(=O)N1CCN(c2ncnc3sc(C)c(C)c23)CC1	-3%	-24%	?
CCOc1ccc(N2C(=O)CC(N3CCc4ccccc43)C2=O)cc1 (centres undefined)	-1%	0%	1%
Cc1nn(Cc2ccccc2)c(Cl)c1C(=O)OC(C)C#N (centres undefined)	-5%	7%	?
Cc1ccc(-c2nnc(N3CCN(C(=O)c4ccco4)CC3)c3ccccc23)cc1	5%	21µM*	?
O=[N+]([O-])c1ccc(N=Nc2ccc(O)c3ccccc23)cc1	·	15µM*	2.6µM*
O=C1Nc2ccc(Cl)cc2C12Nc1ccccc1-c1nnc(SCc3ccccc3F)nc1O2 (centres undefined)	-8%	15µM*	?
O=C(O)Cn1nc(N2CCN(c3ccc(F)cc3)CC2)ccc1=O	0%	-5%	-21%
Cc1[nH]c2ccccc2c1/C=N/NC(=O)c1cccc(F)c1	3%	-7%	12%
O=C(Nc1cccc(Cl)c1)N1CCN(Cc2ccccc2)CC1	4%	-30%	-27%
CCc1cc2ccc(OC)cc2nc1SCC(=O)NNC(=O)c1ccco1	6%	18%	-27%
COc1ccc(OC)c(NC(=O)c2cc(S(=O)(=O)NCCc3ccc(Cl)cc3)ccc2F)c1	5%	?	?
O=C(CCn1c(=S)[nH]c2ccccc2c1=O)Nc1cccc(Cl)c1	1%	-3%	?
O=C(NC(=S)Nc1cccc(Cl)c1Cl)C1CC1	1%	13µM*	?
CC(CC(=O)O)CC1=NS(=O)(=O)c2ccccc2N1 (centres undefined)	9%	?	-7%
O=C(NCC(O)CO)c1c(I)c(C(=O)NCC(O)CO)c(I)c(N(CCO)C(=O)CO)c1I (centres undefined)	·	-1%[21.1 µM]	-11%[21.1 µM]
O=C(Nc1cc2c(cc1C(=O)c1ccccc1Cl)OCCO2)c1ccccc1	2%[12.3 µM]	-12%	-10%
CCOC(=O)C1CCN(C(=O)Cn2nc(C)c3c(C)n(-c4ccccc4)nc3c2=O)CC1	0%	-18%	7%
Cc1cc(C)c2c(c1)-c1cc(C)nn1C(c1ccc3c(c1)OCO3)N2 (centres undefined)	-1%	?	?
